PAFAH1B3 inh = blocks human PAF acetylhydrolase 1B catalytic subunit 3 | 340,000 compounds, 0.28% hits | inhibition, % at 3.39 µM | recombinant PAFAH1B3, FP-rhodamine probe, fluorescence polarization | AID 492972;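 active means inhibition above the screen-wide average of all tested compounds plus 3 SD, cut at about 25% in these data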;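 further: 0% = enzyme with DMSO only and 100% = wells lacking PAFAH1B3 protein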
LYPLA1 counter = counter-screen for PME1 inhibitors: inhibitors of human LYPLA1 | O75608 | recombinant LYPLA1, FP-Rh probe fluorescence polarization | inhibition, % at 5.9 µM | 320,000 compounds, 0.16% hits | AID 2174;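 active means inhibition above the mean of all tested compounds plus 3 SD, set per campaign, cut at about 14% in these data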;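 further: inhibitors block serine hydrolase probe labeling of LYPLA1 so polarization falls; 0% = enzyme with DMSO and 100% = wells lacking LYPLA1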
Target sequence (O75608 whole entry, looked up): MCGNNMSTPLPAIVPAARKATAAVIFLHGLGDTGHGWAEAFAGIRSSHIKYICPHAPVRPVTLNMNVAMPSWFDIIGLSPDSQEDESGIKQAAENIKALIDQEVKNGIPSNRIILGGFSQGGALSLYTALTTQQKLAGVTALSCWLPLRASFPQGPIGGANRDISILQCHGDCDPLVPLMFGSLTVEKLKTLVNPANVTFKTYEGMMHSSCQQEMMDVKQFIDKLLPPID
LYPLA2 counter = blocks human lysophospholipase 2, a PME1 counter-screen; 320,000 compounds, 0.38% hits; O95372; inhibition, % at 5.9 µM; recombinant LYPLA2, FP-Rh probe fluorescence polarization;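 active means inhibition above the screen-wide mean plus 3 SD, limit set per campaign, cut at about 26% in these data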;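 further: 0% = LYPLA2 with DMSO and 100% = wells lacking LYPLA2 enzyme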
pPAFAH FP inh = pPAFAH (human) enzyme inhibition. Q13093. recombinant pPAFAH, FP-rhodamine probe fluorescence polarization. inhibition, % at 3.39 µM. 330,000 compounds, 1.5% hits;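 active means inhibition above the mean inhibition across the screen plus 3 SD, cut at about 25% in these data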;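 further: inhibitors block binding of the rhodamine activity-based probe so polarization drops; 0% = enzyme with DMSO and 100% = wells lacking pPAFAH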
Target sequence (Q13093 whole entry, looked up): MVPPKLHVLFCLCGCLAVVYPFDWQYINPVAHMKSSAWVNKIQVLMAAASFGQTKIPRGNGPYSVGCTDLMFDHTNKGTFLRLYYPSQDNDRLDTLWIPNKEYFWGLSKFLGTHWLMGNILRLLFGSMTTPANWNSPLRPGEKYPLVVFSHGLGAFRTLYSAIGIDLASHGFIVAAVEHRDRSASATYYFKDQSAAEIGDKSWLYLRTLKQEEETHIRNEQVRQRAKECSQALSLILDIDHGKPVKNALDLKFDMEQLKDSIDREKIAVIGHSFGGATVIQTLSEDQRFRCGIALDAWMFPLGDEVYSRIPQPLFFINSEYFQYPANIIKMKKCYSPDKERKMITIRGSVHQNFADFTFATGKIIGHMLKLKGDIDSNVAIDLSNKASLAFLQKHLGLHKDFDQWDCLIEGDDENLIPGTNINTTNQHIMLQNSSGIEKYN
PAFAH2 FP inh = inhibitors of human PAFAH2. Q99487. recombinant PAFAH2, FP-rhodamine activity probe, fluorescence polarization. inhibition, % at 3.39 µM. 340,000 compounds, 0.99% hits. AID 492956;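 active means inhibition above the mean over all tested compounds plus 3 SD, cut at about 30% in these data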;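 further: inhibitors block probe labeling of enzyme so polarization drops; 0% = enzyme with DMSO and 100% = wells lacking PAFAH2 protein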
PAFAH1B2 inh = blocks human PAF acetylhydrolase 1b catalytic subunit 2; inhibition, % at 3.39 µM; P68402; 340,000 compounds, 1.2% hits; recombinant PAFAH1B2, FP-rhodamine activity probe, fluorescence polarization;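 active means inhibition above the mean of all tested compounds plus 3 SD, cut at about 24% in these data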;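 further: 0% = enzyme with DMSO and 100% = wells lacking PAFAH1B2; many of its hits are not listed in these tables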
PAD4 FP inh = blocks human protein arginine deiminase 4; Q9UM07; inhibition, % at 6.36 µM; AID 485272; recombinant PAD4, RCA probe fluorescence polarization; 330,000 compounds, 0.41% hits;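 active means percent inhibition above a cutoff equal to the mean of all tested compounds plus 3 SD, cut at about 15% in these data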;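 further: 0% = PAD4 with RCA probe and DMSO and 100% = probe without PAD4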
PREPL inhibitor = inhibitors of human prolyl oligopeptidase-like enzyme PREPL; AID 2751; Q4J6C6; inhibition, % at 5.96 µM; recombinant PREPL, fluorescence polarization activity-based probe; 320,000 compounds, 0.68% hits; in the data active means inhibition above about 43%;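 further: 0% = enzyme with DMSO and 100% = wells lacking enzyme; many of its hits are not listed in these tables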
GSTO1 counter = blocks human GSTO1 in RBBP9 counter-screen. 300,000 compounds, 1.1% hits. recombinant GSTO1, activity-based probe fluorescence polarization. inhibition, % at 5.96 µM;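 active means inhibition above the campaign mean inhibition plus 3 SD, cut at about 35% in these data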;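 further: 0% = GSTO1-1 with DMSO and 100% = wells lacking GSTO1-1 enzyme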
Target sequence (P78417 whole entry, looked up): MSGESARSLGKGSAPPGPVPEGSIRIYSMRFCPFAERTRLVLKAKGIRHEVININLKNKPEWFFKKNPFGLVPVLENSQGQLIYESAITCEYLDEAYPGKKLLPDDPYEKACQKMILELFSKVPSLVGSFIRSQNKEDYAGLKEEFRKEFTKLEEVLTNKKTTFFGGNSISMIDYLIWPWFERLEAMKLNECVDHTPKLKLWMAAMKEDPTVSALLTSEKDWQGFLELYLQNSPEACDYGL
Numbers without * were called inactive; nt = not tested or not shown. A portion of the library; rates above refer to the full screens.

The line under a structure holds: PAFAH1B3 inh, LYPLA1 counter, LYPLA2 counter, pPAFAH FP inh, PAFAH2 FP inh, PAFAH1B2 inh, PAD4 FP inh, PREPL inhibitor, GSTO1 counter
Cc1ccc(-n2c(-c3ccccc3)n[nH]c2=S)cc1
  5, 0, -6, 3, -2, 17, 4, -2, -1
COC(=O)c1c(-c2ccc(OC)cc2)sc2ccccc12
  nt, -5, -1, -5, nt, nt, -5, 14, nt
CCCc1cc(=O)oc2cc(C)c(CN3CCCC3)c(O)c12
  8, -3, -12, 25*, 23, 2, -4, 7, -11
O=S(=O)(CCc1nc2ccccc2[nH]1)c1ccc(Br)cc1
  7, -2, 1, -2, 1, 12, 2, 2, 8
O=C1CC(Cc2ccc(Br)cc2)C(=O)N1c1ccccc1 (stereo unspecified)
  2, -2, -2, 2, 6, 10, 2, -4, -3
O=C(Nc1ccccc1C(F)(F)F)c1cc(-c2ccccc2O)on1
  10, -3, -5, -6, 2, 1, 2, -5, 3
COc1ccc(-c2nnc(SCC(=O)Nc3cc(S(=O)(=O)N4CCCCC4)ccc3Cl)n2N)cc1
  1, 1, -3, 9, 9, -2, 1, 2, 3
CCn1c(CNC(=O)c2ccco2)nnc1SCC(=O)c1ccccc1
  8, -4, -5, 3, 10, 2, -2, 5, 6
O=C(Nc1ccccc1C(=O)NCc1cccnc1)c1ccco1
  2, 3, 3, 4, -9, 2, -1, 4, 8
O=C(Nc1nccs1)c1ccc(-c2ccccc2[N+](=O)[O-])o1
  2, 3, -1, 13, 8, 6, -5, -21, 2
Fc1ccc(CNc2nc(-c3cccnc3)nc3ccccc23)cc1
  -3, -2, -5, -2, 15, -3, -3, -2, -6
Cc1ccc(S(=O)(=O)N(C)c2ccc(C(=O)NCc3cccnc3)cc2)cc1
  7, -1, 0, -3, -9, -1, -1, 13, 0
CN(CC(=O)Nc1ccc(F)cc1)C(=O)COC(=O)c1ccc(=O)n(Cc2ccccc2)n1
  3, 5, -2, 29*, 2, 5, 1, 7, nt
CCn1c(N2CCN(S(=O)(=O)c3ccc(F)cc3)CC2)nc2ccccc21
  4, 4, 6, -2, 2, 5, -1, 27, 4
O=C(c1ccncc1)N1CCN(S(=O)(=O)c2cc(C(F)(F)F)cc(C(F)(F)F)c2)CC1
  0, 1, -3, 7, 5, 2, 2, 13, 3
COc1ccc(C(=O)NCc2nnc(SCC(=O)N3CCCC3)o2)cc1OC
  12, -2, 0, -4, -1, 2, 3, 11, -9
O=C(CCN1C(=O)c2ccccc2C1=O)NCc1ccco1
  -3, -1, 4, 7, 4, 3, 6, 0, 8
COc1cc(C)cc(C(=O)O)c1C1=C(O)c2cccc(O)c2C(=O)C1=O
  13, 0, 3, 16, 11, 12, -2, 8, 20
O=C(COc1ccc(Br)cc1)NCCO
  0, 2, -2, -3, -3, -2, 2, -7, 2
CCn1c(C)csc1=NC(=O)c1ccccc1
  4, 1, -4, 2, -4, -11, -2, 2, -1
Cn1c(=O)c2c(nc3n2CCS3)n(C)c1=O
  7, 0, -2, -2, -6, 2, 0, 5, 2
Cc1ccc(C(=O)c2ccccc2C(=O)O)c(O)c1
  7, -3, 1, 1, 7, 2, -3, 2, 0
CCOc1cc(C)nc(N2CCC(C(=O)Nc3ccccc3OCC)CC2)n1
  14, 2, 7, 2, 13, 0, -2, 15, -2
O=C(O)C1C2CCC(C2)C1C(=O)Nc1ccc(Cl)c(Cl)c1 (stereo unspecified)
  0, 1, 2, 3, 2, 3, -2, -9, 5
Cc1nn(CC(=O)OCC(=O)Nc2cccc(S(N)(=O)=O)c2)c(C)c1[N+](=O)[O-]
  7, nt, nt, 1, 10, 10, -6, 11, nt
CSCc1ccc(C(=O)NCC(c2cccs2)N2CCOCC2)cc1 (stereo unspecified)
  -4, -2, -5, -3, 1, -3, -2, 6, 7
COc1cc2c(cc1NC(=O)CN(C)Cc1ccc(OC)c(OC)c1)oc1ccccc12
  -6, -7, -7, 4, -1, -8, -2, -9, 5
CC(=O)N1CC(C)Sc2ccc(S(=O)(=O)NCCc3ccccc3)cc21 (stereo unspecified)
  10, 1, 7, 10, 4, -1, 3, -12, 16
O=C(CN1C(=O)S/C(=C\c2cccc(Cl)c2)C1=O)NC1C=CS(=O)(=O)C1 (stereo unspecified)
  6, 4, 8, 4, -7, 2, 3, 9, 4
CC(=O)Nc1cccc(OCc2c(F)cccc2Cl)c1
  13, -1, 2, 4, 11, 2, -1, 12, -1
CC(C)C(NC(=O)c1ccccc1)C(=O)OCC(=O)N1CCCC1 (stereo unspecified)
  4, -2, 8, 1, 3, 2, 1, 1, nt
CCCNC(=O)C(Sc1ccccc1)c1ccccc1 (stereo unspecified)
  10, 0, 3, 3, -7, 2, -1, -6, -3
CN(C)c1ccc(/C=C2/C=C(c3ccc4c(c3)CCCC4)OC2=O)cc1
  -2, 1, 3, 2, 2, 0, -1, 13, -1
O=C(Cc1ccc(Cl)cc1)SCc1ccccc1
  4, -2, 2, 2, 11, 3, 1, 14, nt
CC(=O)c1ccc(N2CCN(C(=O)c3cccs3)CC2)c(F)c1
  -2, 1, 10, 10, -7, 1, -1, 6, 6
O=C(O)CNC(=O)c1ccc2c(c1)OCCO2
  7, -1, -1, 2, -5, -2, -2, -6, 7
CC(C)C[C@H](NC(=O)N1c2ccccc2NC(=O)[C@@H]1C(C)C)C(=O)N1CCC[C@@H]1C(=O)O
  10, -1, 5, 2, 1, 6, 1, -4, -1
O=C(OCCN=C1NS(=O)(=O)c2ccccc21)c1cccc([N+](=O)[O-])c1
  10, -1, -1, 0, 8, -2, -5, -5, 9
COC(=O)N/N=C/c1sc(N2CCCCC2)nc1-c1cccs1
  5, 1, 1, 3, 9, 2, -6, -5, 3
Cc1ccc(S(=O)(=O)N[C@H](C(=O)N2CCC(C(=O)N[C@@H](CCC(N)=O)C(=O)O)CC2)C(C)C)cc1
  3, 0, 2, 2, -7, 4, 3, -1, 2
CCOC(=O)Cn1nc(C)c(NC(=O)COc2cccc(Cl)c2)c1C
  9, -1, 0, 5, 10, 4, -2, 1, 5
O=C(CCN1CCN(c2ccccc2)CC1)NNC(=S)Nc1ccccc1Cl
  7, 3, 0, 2, 2, 3, -4, 6, -13
CCN(C(=O)Cn1nc(C)n2c(cc3cc(C)ccc32)c1=O)c1ccccc1
  7, -4, -5, 7, 2, 3, -1, -11, 0
COc1cccc(NCc2cc(=O)oc3cc(C)c(C(C)C)cc23)c1
  7, -4, 3, 12, 2, 10, 6, 18, 0
COc1ccccc1NC(=O)C(C)OC(=O)/C=C/c1ccc2ccccc2n1 (stereo unspecified)
  -1, 3, 6, 6, 3, -5, -2, 4, -5
Cc1ccc(NC(=O)CSc2ncccn2)cc1S(=O)(=O)N1CCOCC1
  -1, nt, nt, 6, -8, 1, -3, 11, nt
Cc1cc(C)n2nc(C(=O)Nc3ccc4c(c3)CCC4)nc2n1
  8, 1, 0, -4, 5, 7, -8, -4, 0
CC[N+]1(CC)CC2=Cc3c(ccc4ccccc34)C(C)C2C1 (stereo unspecified)
  -1, 2, 7, 6, 6, 2, -6, 15, -3
O=C(Nc1cccnc1)C1CCCN(S(=O)(=O)c2cccc3nsnc23)C1 (stereo unspecified)
  5, 1, 1, 1, -1, 5, -6, 14, 9
O=C(NCC1CCCO1)c1cc(-c2ccc(F)cc2)no1 (stereo unspecified)
  3, 1, 2, 2, -17, 2, 1, 5, 6
Cc1cc2cc3c(cc2nc1SCC(=O)N1CCN(C(=O)c2ccco2)CC1)OCO3
  4, 0, 7, 16, -4, 1, -2, -21, 0
CN(/N=C/c1ccncc1)c1cnc2ccccc2n1
  6, 2, 2, 6, 3, 5, -1, 4, -3
COc1ccc2cc3c(N)c(C(=O)NCc4ccco4)sc3nc2c1
  1, -6, -1, 8, 10, -1, -2, 23, 0
COc1ccc(CN(C)C(C)C(=O)N(C)CC(=O)Nc2ccc(C)cc2)cc1F (stereo unspecified)
  8, -1, -2, 0, 6, 9, -2, -8, nt
O=C(CN1CCC2(CC1)OCCO2)c1c[nH]c2ccccc12
  nt, -1, -5, 5, nt, nt, 1, -26, -6
O=C(Nc1nc2c(s1)CCCC2)c1cc2n(n1)C(C(F)(F)F)CC(C1CC1)N2 (stereo unspecified)
  2, -2, -2, 15, 4, 6, -5, 9, 3
Cc1nn(Cc2ccc(Cl)cc2)c(Cl)c1/C=N/NC(=O)CNc1ccccc1F
  9, 0, 0, 2, -2, 0, -1, 14, -2
Cc1nc(SCC(=O)N2CCN(c3ccccc3)CC2)n[nH]1
  -8, -6, -6, 3, 7, 2, -5, 0, 0
CC(C)c1c(O)cc(-c2ccncc2)n(-c2ccc(Cl)cc2)c1=O
  2, 1, 1, -2, 3, 8, -2, 4, -6
CN(C(=O)COC(=O)c1cc(S(=O)(=O)N2CCOCC2)c(Cl)cc1Cl)C1CCS(=O)(=O)C1 (stereo unspecified)
  9, -2, -4, -7, 7, 0, 6, 7, 54*

Remaining list, next part.
The line under a structure holds: PAFAH1B3 inh, LYPLA1 counter, LYPLA2 counter, pPAFAH FP inh, PAFAH2 FP inh, PAFAH1B2 inh, PAD4 FP inh, PREPL inhibitor, GSTO1 counter
Cc1ccc2oc(=O)c3cnn(CC(=O)NCCN(C)C)c3c2c1
  5, 4, 3, 4, -3, 3, -1, -6, 0
Cc1ncsc1C(=O)Nc1nc2c(s1)CCCC2
  5, 3, 6, 4, 6, 0, -3, 13, -10
CCc1ccccc1N1C(=O)C2CC(C)=C(C)CC2C1=O (stereo unspecified)
  9, -3, -1, 4, -2, 4, 0, 0, 0
O=C(NC1CCCCCC1)c1ccc(S(=O)(=O)NCc2ccco2)cc1
  -3, 1, 13, 6, -1, 2, 6, 6, 2
CCn1nc(C)cc1C(=O)n1nc(C)c(Sc2ncccn2)c1C
  4, 2, 0, 1, 3, 1, 4, -1, 7

High-throughput results: PubChem, The Scripps Research Institute Molecular Screening Center
